Rac1 GTP hydrolysis – MgcRacGAP GTPase-activating activity inhibitors, confirmation, biochemical, ADP Hunter fluorescence. Rac GTPase-activating protein 1 (Homo sapiens). MgcRacGAP-stimulated Rac1 GTP hydrolysis, ADP Hunter fluorescence; higher % means a stronger effect; GST-tagged Rac1 F28L mutant substrate. inhibition, % at 30 µM, or IC50 in µM where a hit was titrated. actives 0.6% (n = 340,000). AID 624330, 2012;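 active = first-screen hits whose inhibition reached a set limit at any dose in the follow-up dose series; inconclusive = inhibition above the set first-screen limit but never retested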;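 also: fluorescence reports GDP produced by GAP-driven GTP hydrolysis; strong numbers were not always called active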
Dengue-2 NS5 capping – Dengue-2 NS5 methyltransferase inhibitors, primary screen, biochemical, confirmation dose response (AID 588689); Genome polyprotein (Dengue virus type 2 (strain 16681-PDK53)); Dengue-2 NS5 methyltransferase capping enzyme assay, biochemical; higher % means a stronger effect; inhibition, % at 25 µM; hits with a dose series show IC50 in µM; actives 0.3% (n = 340,000); in the data active = a potency from the dose series; inconclusive = inhibition above about 29% without an active follow-up result
GPR55 activation – GPR55 agonists via beta-arrestin recruitment, primary screen, imaging, U2OS cells, beta-arrestin-GFP redistribution (AID 1961); one-dose activation, % at 10 µM; EC50 in µM for titrated hits; actives 0.048% (n = 290,000); U2OS GPR55 beta-arrestin-GFP redistribution imaging; higher % means a stronger effect; G-protein coupled receptor 55 (Homo sapiens);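 active = activation above 40% with more than 50 cells counted in the well; inconclusive = wells holding fewer than 50 cells, flagged as toxic or sparse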;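 also: U2OS osteosarcoma cells stably expressing GPR55 and beta-arrestin-GFP; plate controls were DMSO negative control for no effect and LPI positive control for full effect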
GPR35 arrestin U2OS – GPR35 antagonists blocking zaprinast-driven arrestin recruitment, primary screen, imaging, U2OS, beta-arrestin-GFP, zaprinast agonist (AID 2058) | G-protein coupled receptor 35 (Homo sapiens) | U2OS GPR35 beta-arrestin-GFP translocation imaging, zaprinast antagonism; higher % means a stronger effect | inhibition, % at 10 µM; hits with a dose series show IC50 in µM | actives 0.052% (n = 290,000);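 active = inhibition of at least 50% with at least 30 cells and total cytoplasm GFP at most 10,000,000; inconclusive = under 30 cells or total GFP of 10,000,000 plus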
AID2073 – inhibitors of Mint1-CaV2.2 protein interaction, biochemical, HTRF (AID 2073); HTRF protein-protein interaction, Mint1-CaV2.2; higher % means a stronger effect; Voltage-dependent N-type calcium channel subunit alpha-1B (Homo sapiens); inhibition, % at 20 µM; hits with a dose series show IC50 in µM; actives 0.19% (n = 290,000); in the data active = inhibition mostly above about 51%, no sharp cut-off; inconclusive = no clear call, values can overlap the other calls; inactive = mostly below about 53%; also: some results filed as inactive read as strong as hits
SV40 large T antigen – SV40 large T antigen inhibitors, biochemical (AID 1903); SV40 large T antigen ATPase/helicase inhibition assay; higher % means a stronger effect; one-dose inhibition, % at 20 µM; IC50 in µM for titrated hits; actives 0.39% (n = 310,000); in the data active = a potency from the dose series; inconclusive = inhibition mostly from about 32% at the one dose, without a potency; inactive = the rest, 99 in 100 with inhibition below about 32%; also: strong numbers were not always called active
NTR1 agonist – agonists of NTR1, primary screen, imaging, U2OS cells, beta-arrestin-GFP, high content (AID 493036); NTR1-U2OS beta-arrestin-GFP spot imaging, agonist mode; activation, % at 20 µM; actives 0.17% (n = 330,000);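 active = activation at or above 40% of the spot to cytoplasm intensity ratio, with at least 20 cells analyzed; inconclusive = wells under 20 cells, flagged as cytotoxic or low count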;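 also: 0% = DMSO without peptide and 100% = 100 nM NTR1 peptide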
Target sequence (P30989 whole entry, looked up): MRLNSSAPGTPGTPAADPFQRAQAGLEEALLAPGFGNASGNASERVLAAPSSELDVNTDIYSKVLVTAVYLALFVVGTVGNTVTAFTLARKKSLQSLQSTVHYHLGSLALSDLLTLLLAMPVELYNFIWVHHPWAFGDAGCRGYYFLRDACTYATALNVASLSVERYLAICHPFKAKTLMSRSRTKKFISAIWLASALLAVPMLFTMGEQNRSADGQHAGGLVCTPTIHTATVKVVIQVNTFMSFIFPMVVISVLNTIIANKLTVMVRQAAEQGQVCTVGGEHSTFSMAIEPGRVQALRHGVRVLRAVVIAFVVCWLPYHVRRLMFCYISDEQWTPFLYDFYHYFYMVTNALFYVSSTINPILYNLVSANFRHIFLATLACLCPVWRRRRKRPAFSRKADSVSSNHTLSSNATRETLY
GPR55 antagonists – GPR55 antagonists blocking LPI-driven arrestin recruitment, primary screen, imaging, U2OS, beta-arrestin-GFP, LPI agonist (AID 2013) | U2OS GPR55 beta-arrestin-GFP translocation imaging, LPI antagonism; higher % means a stronger effect | actives 0.13% (n = 290,000) | inhibition, % at 10 µM, or IC50 in µM where a hit was titrated | G-protein coupled receptor 55 (Homo sapiens);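 active = spots per cell inhibited over 60%, with over 100 cells counted and total cytoplasm intensity under 500,000; inconclusive = wells with under 100 cells, flagged as likely toxic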;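 also: U2OS cells stably carrying GPR55 and arrestin-GFP stimulated by 5 µM LPI near EC80; imaged beta-arrestin-GFP aggregate spots per cell after agonist stimulation; plate controls were LPI-stimulated DMSO wells for no effect and DMSO wells without LPI for full effect; some results filed as inactive read as strong as hits; confirmed hits need IC50 under 10 µM and bright autofluorescent wells are also inconclusive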
Yfh1-off respiration – enhancers of respiration in Yfh1-depleted yeast, dose response, Friedreich's ataxia, plus single-dose screen (AID 1465); one-dose fold induction at 50 µM; EC50 in µM for titrated hits; actives 0.074% (n = 220,000); S. cerevisiae Yfh1-off respiration, WST-1 reduction, 72 h; higher fold induction means a stronger effect;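 active = fold induction of absorbance versus untreated yeast above a set limit, then at least 30% activation at any dose in follow-up; inconclusive = repeats straddling the limit, or above it without dose testing; inactive = fold induction below the set limit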;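 also: activators that raise dye reduction in frataxin-depleted yeast; strong numbers were not always called active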
NTR1 agonist cell count 20 µM – also measured in NTR1 agonist; calls as there; cell count; measured here: cell count, cytotoxicity flag
Starred values were filed as active, the others as inactive; i = inactive; u = inconclusive; x = not tested or not shown.

SMILES	Rac1 GTP hydrolysis	Dengue-2 NS5 capping	GPR55 activation	GPR35 arrestin U2OS	AID2073	SV40 large T antigen	NTR1 agonist	NTR1 agonist cell count 20 µM	GPR55 antagonists	Yfh1-off respiration
CC(C)c1cccc(C(C)C)c1NC(=S)Nc1cccc(Cl)c1	13%	2%	0.2%	-9%	u	23%	1.5	56	9%	i
COc1cc2c(cc1OC)CN(C(=O)C1CCCN1S(=O)(=O)c1ccc(C)cc1)CC2 (stereo not drawn)	5%	1%	0.6%	-5%	-10%	x	-0.8	44	6%	x
Cc1ccc(CN2CCN(/N=C/c3sccc3C)CC2)c(C)c1	6%	0%	0.1%	10%	-21%	7%	4.7	74	2%	i
CCOC(=O)C(Cc1ccccc1)C(=O)Nc1ccc(NC(=O)C(Cc2ccccc2)C(=O)OCC)cc1 (stereo not drawn)	4%	-1%	-0.3%	-3%	3%	8%	-1.0	42	-3%	i
COc1cc(CNCCN(C)C)ccc1OCc1c(F)cccc1Cl	0%	-9%	0.2%	1%	-10%	5%	1.9	61	15%	i
CCN(CC)S(=O)(=O)c1ccc(O)c(C(=O)OCC(=O)NC2CCCC2)c1	4%	-5%	-0.1%	-3%	2%	8%	-0.9	97	0%	x
CCOC(=O)/C(C#N)=C/c1ccc(OCC(=O)Nc2ccccc2)c(OC)c1	3%	2%	0.4%	-4%	27%	5%	-4.5	80	11%	u
COCCNC(=O)c1ccc(C2SCC(=O)N2CCc2ccccc2)cc1 (stereo not drawn)	5%	10%	1.5%	0%	8%	3%	0.7	56	-12%	x
O=c1[nH]c2ccccc2[nH]c1=O	1%	-8%	0.4%	4%	7%	4%	-0.9	72	6%	i
Cc1nc(Cl)cc(N/N=C/c2ccc(O)cc2O)n1	17µM*	-7%	0.5%	10%	6%	25%	-0.3	45	14%	x
CNC(=O)C(=O)NCC(c1cccs1)S(=O)(=O)c1ccc(F)cc1 (stereo not drawn)	2%	-6%	-0.1%	3%	2%	3%	0.2	68	4%	x
CCCCNC(=O)CSc1nc2n[nH]c(C)c2c(=N)n1-c1cccc(Cl)c1C	3%	1%	-0.3%	-6%	20%	6%	4.2	87	6%	i
CCOC(=O)N1CCC(NC(=O)c2cc(S(=O)(=O)N3CCCCC3)ccc2F)CC1	7%	-6%	-0.2%	2%	0%	0%	3.7	21	7%	i
S=C(NCCc1c[nH]c2ccccc12)NC1CCCCC1	10%	-4%	-0.4%	-9%	-10%	-6%	0.1	85	-24%	i
O=C(CSc1ncc(-c2ccc(F)cc2)n1Cc1ccco1)Nc1ccc2c(c1)OCO2	3%	-2%	-0.2%	-5%	-4%	13%	5.3	86	-3%	x
Cc1ccc(CNC(=O)COC(=O)c2ccc(Br)cc2)cc1	5%	-1%	0.3%	-3%	-1%	7%	2.8	60	-9%	i
CCN(CC(=O)Nc1cc(Cl)ccc1C)C(=O)CCOc1ccccc1C	5%	-7%	0.0%	-2%	9%	8%	0.6	70	13%	x
COc1ccccc1CN1CCN(C(c2ccccc2)c2ccccc2)CC1	15%	7%	-0.2%	1%	-1%	19%	7.3	53	9%	x
Cc1nc(/N=C(\N)NC(=O)N2c3ccccc3Sc3ccccc32)nc2ccccc12	95%	-5%	-0.4%	7%	10%	26%	3.0	58	-2%	i
Oc1ccc(/C=N/NC(=S)Nc2cccnc2)cc1	u	-2%	0.2%	-2%	-25%	19µM*	-0.5	64	-4%	i
Cc1nc(Cc2nnc(SCC(=O)N(C)c3ccccc3)o2)cs1	4%	-3%	x	x	x	1%	-1.7	55	x	x
COCCn1c(SC(C)C(=O)NC2CCCCC2C)nc2ccccc2c1=O (stereo not drawn)	6%	0%	x	x	x	-2%	0.6	86	x	x
O=C(NC1CCCCC1)Nn1c(-c2ccccc2)nc2ccccc2c1=O	2%	-5%	-0.5%	-4%	1%	8%	1.7	40	-5%	i
Cn1cnnc1Sc1ccc(C(=O)OCC(=O)Nc2ccccc2)cc1[N+](=O)[O-]	6%	-7%	0.3%	-2%	0%	5%	-1.1	103	-2%	i
O=C(NCCCN1CCOCC1)c1ccc(CNS(=O)(=O)c2ccc(F)cc2)cc1	-9%	-5%	-0.1%	7%	9%	-1%	0.1	97	6%	i
CC(=O)Nc1ccc(S(=O)(=O)Nc2ccc(S(=O)(=O)Nc3nccs3)cc2)cc1	3%	-7%	-0.1%	-8%	6%	8%	0.4	47	8%	x
O=C1NC(=O)C(c2cn(-c3ccccc3)nc2-c2ccc(F)cc2)N1 (stereo not drawn)	3%	-3%	-0.1%	-1%	-6%	4%	-1.1	35	20%	i
O=C(N/N=C/c1c[nH]c2ccccc12)c1cc(Br)ccc1O	10%	-7%	-0.1%	-4%	4%	13%	-0.1	95	4%	x
CCC(CC)NC(=O)CN(c1ccccc1OC)S(=O)(=O)c1cccs1	-8%	-15%	-0.1%	2%	4%	11%	-0.7	60	9%	i
Cc1ccc(C(=O)NNC(=O)CSc2nnc3c(n2)[nH]c2ccc(C)cc23)cc1	12%	-5%	0.2%	-7%	-4%	1%	0.4	47	14%	i
Cc1ccc(NC(=O)c2cc3ccccc3cc2O)cc1	10%	-2%	0.0%	5%	20%	1%	9.3	89	-2%	x
CCc1ccc(/C=C2/SC(N3CCOCC3)=NC2=O)cc1	16%	-8%	-0.1%	-7%	-43%	12%	1.9	57	1%	i
CC(=O)N=c1sccn1CC(O)c1ccc(Br)cc1 (stereo not drawn)	5%	-8%	0.6%	22%	12%	0%	1.5	62	12%	x
Clc1ccc(/C=C/c2nc(Cl)c(-c3ccc(Cl)cc3)c(Cl)n2)cc1	7%	-2%	-0.1%	7%	10%	7%	1.8	76	16%	i
Cn1nc(C(F)(F)F)c(-c2ccccc2)c1NC(=O)CCC(=O)O	x	x	0.2%	1%	-8%	6%	2.4	64	0%	i
S=C(Nc1ccc(Cl)cc1)Nc1ccc2cn[nH]c2c1	16%	-2%	-0.1%	-8%	12%	11%	3.1	42	0%	i
COc1ccc(N2CCCCn3c2nc2c3c(=O)[nH]c(=O)n2C)cc1	14%	-6%	-0.1%	-7%	-6%	14%	-0.8	92	19%	i
COc1ccc(Cn2nnnc2C(c2ccncc2)N2CCOCC2)cc1 (stereo not drawn)	7%	0%	-0.3%	-1%	0%	6%	-0.3	43	6%	i
O=[N+]([O-])c1ccc(S(=O)(=O)Nc2ccc(-c3ccc(N4CCOCC4)nn3)cc2)cc1	2%	-5%	x	x	x	18%	1.0	66	x	x
CC(=O)CC(C)(C)S(=O)(=O)c1ccc(Oc2ccc(S(=O)(=O)C(C)(C)CC(C)=O)cc2)cc1	9%	2%	-0.4%	-1%	5%	3%	1.3	48	7%	i
CCCNC(=O)c1cccc(COCC(F)(F)F)c1	3%	-2%	x	x	x	4%	-1.2	71	x	i
Cc1cccc(NC(=O)c2cccc(S(=O)(=O)N3CCc4ccccc4C3)c2)n1	5%	3%	x	x	x	9%	0.5	53	x	x
Cc1ccc(-c2cc(C(=O)Nc3ccc(S(=O)(=O)Nc4cc(C)on4)cc3)c3ccccc3n2)c(C)c1	11%	26%	0.4%	-8%	7%	12%	-0.1	50	32%	i
COc1ccc(CCNc2ccc(N3C(=O)CC(C)C3=O)cc2[N+](=O)[O-])cc1 (stereo not drawn)	3%	-1%	-0.4%	-10%	-10%	7%	1.9	58	3%	i
O=C(N/N=C/c1coc2ccccc2c1=O)c1ccccc1Br	7%	-5%	-0.2%	-9%	4%	4%	2.0	59	9%	i
CC(=O)NNC(=S)NC(=O)c1cccc([N+](=O)[O-])c1	20%	3%	0.1%	-11%	-8%	35%	-0.1	38	12%	i
[O-]/[N+](=C\c1cccc(Br)c1)c1ccccc1	14%	-6%	0.4%	0%	u	0%	-0.6	96	12%	i
Cc1ccc(NS(=O)(=O)N2CCOCC2)c(C)c1	6%	-1%	-0.1%	4%	8%	16%	-0.1	63	10%	x
Cc1ccc(C(=O)N2CCN(c3ncc(C(F)(F)F)cc3Cl)CC2)s1	0%	4%	0.3%	19%	0%	14%	2.1	75	12%	x
CN(C)S(=O)(=O)c1cccc(NC(=O)COc2nc3ccccc3nc2N2CCOCC2)c1	3%	2%	-0.2%	-14%	0%	-8%	0.2	47	18%	i
Cc1ccc(-c2nnc(SCC(=O)N/N=C/c3ccc(C(=O)O)cc3)n2C2CCCCC2)cc1	10%	-5%	0.1%	8%	10%	10%	-0.5	71	1%	x
CN1CCN(C2=C(Cl)C(=O)N(CCc3ccccc3)C2=O)CC1	7%	5%	-0.3%	-4%	4%	7%	0.3	89	-1%	i
CC1(C)C(CO)=CC(=O)C2=C1SCC(=O)N2	-3%	2%	0.1%	2%	-2%	17%	-4.7	80	4%	i
CCCC(=O)Nc1ccc(Cl)c(NC(=O)c2ccco2)c1	6%	3%	-0.3%	16%	4%	2%	-0.3	40	-3%	i
O=S(=O)(Nc1ncccn1)c1ccc(NC(=S)N2CCN(Cc3ccc(F)cc3Cl)CC2)cc1	5%	-3%	-0.1%	-10%	-8%	7%	0.3	43	12%	x
COc1ccc(C(=O)c2sc3nc(C)cc(-c4cccs4)c3c2N)cc1	5%	-2%	8.5%	3%	29%	15%	x	x	12%	i
O=c1c(-c2cc3ccccc3o2)[n+]([O-])c2ccccc2n1OCc1ccccn1	13%	25%	-0.4%	13%	3%	-5%	2.2	62	0%	i
O=[N+]([O-])c1cc(C(F)(F)F)ccc1NCCCCNS(=O)(=O)c1ccc2ccccc2c1	5%	-10%	0.1%	-7%	0%	6%	12	61	6%	i
CCOc1ccc(C2NC(=O)Cc3cc(OC)c(OC)cc32)cc1 (stereo not drawn)	7%	-2%	-0.2%	3%	-4%	8%	-1.9	38	-2%	x
COc1ccc(OC)c2sc(N3CCCCC3)nc12	11%	-6%	-0.1%	12%	-6%	-1%	0.9	91	-5%	i

Screening results deposited in PubChem BioAssay by several laboratories.
